From PubChem BioAssay
Vif-APOBEC3G blk – Vif-A3G binding inhibition. HeLa A3G-eYFP + Vif (tagged APOBEC3G with the HIV-1 protein that degrades it), YFP fluorescence, overnight. Potency, µM (top dose mostly 46.1 µM), inactives show at the top dose activity, negative = active, usual class: inhibitors. actives 0.076% (n = 410,000). AID 602310;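 further: potency means the concentration at half of the fitted maximal effect; on the % scale 0 is the no-effect control and ±100 the full control effect; nearly all actives have a fitted effect of over 60% in size; hits raise eYFP signal because A3G escapes Vif-driven loss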
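HeLa cells stably expressing Vif and C-terminally eYFP-tagged A3G, seeded overnight at 37 deg C, then exposed to compound by pintool overnight at 37 deg C. Rise in yellow fluorescence (Ex 488/Em 500-530, Acumen) marks blocked Vif-driven A3G degradation.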
IDH1 R132H inh – blocks human mutant IDH1 R132H enzyme; AID 602179; Potency, µM (titrated, usually from 76.6 µM), without a hit: top-dose activity change, negative = inhibition, usual class: inhibitors; actives 0.093% (n = 390,000); IDH1-R132H enzyme, NADPH consumption, diaphorase/resazurin fluorescence; further: potency means the concentration at half of the fitted maximal effect; on the % scale 0 is the no-effect control and ±100 the full control effect; nearly all actives have a fitted effect of over 65% in size
Target sequence (O75874 whole entry R132H, stated change not applied): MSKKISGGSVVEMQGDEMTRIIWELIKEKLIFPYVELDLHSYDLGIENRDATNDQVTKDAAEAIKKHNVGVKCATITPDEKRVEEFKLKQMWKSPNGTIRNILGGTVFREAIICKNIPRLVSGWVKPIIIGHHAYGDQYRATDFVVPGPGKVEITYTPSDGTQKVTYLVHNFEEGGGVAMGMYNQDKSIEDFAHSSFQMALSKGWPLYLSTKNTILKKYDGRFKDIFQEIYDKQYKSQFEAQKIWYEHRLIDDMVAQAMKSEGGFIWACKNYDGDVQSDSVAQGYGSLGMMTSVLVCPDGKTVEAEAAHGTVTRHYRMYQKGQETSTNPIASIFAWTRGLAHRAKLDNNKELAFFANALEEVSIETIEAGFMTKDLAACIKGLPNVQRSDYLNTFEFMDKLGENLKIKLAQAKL
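IDH1-R132H (0.5 ug/mL dispensed) in pH 7.5 Tris buffer was preincubated 30 min with compound, then given a substrate mix of 0.016 mM NADPH and 2 mM alpha-KG for 80 min at room temperature; remaining NADPH was read by diaphorase/resazurin fluorescence.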
RXFP1 ag – activates the human relaxin receptor RXFP1 | Q9HBX9 | HEK293T-RXFP1 cAMP TR-FRET, 30 min; response scale: percent of porcine relaxin response, buffer zero | Potency, µM (titrated, usually from 57.5 µM), for inactives: at the highest dose activation, hits mostly activators | actives 0.3% (n = 370,000) | AID 2676; further: potency means the concentration at half of the fitted maximal effect; on the % scale 0 is the no-effect control and ±100 the full control effect; nearly all actives have a fitted effect of over 60% in size; many of its hits are not listed in these tables
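HEK293 cells stably expressing RXFP1, treated 30 min at 37C with compounds plus PDE4 inhibitor Ro 20174; cAMP measured by HTRF TR-FRET. Normalized to buffer and 29 nM porcine relaxin; EC50 by Hill fit.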
PI4K2A inh – blocks human PI4K2A kinase activity | activity change, negative = inhibition, % at 76.9 µM | purified PI4K2A, ADP-Glo luminescence, 1 h; active compounds read low | actives 0.13% (n = 420,000) | Q9BTU6; in the data active means activity change below about -50%;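 further: -100% = wells without enzyme as full effect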
Target sequence (Q9BTU6 whole entry, looked up): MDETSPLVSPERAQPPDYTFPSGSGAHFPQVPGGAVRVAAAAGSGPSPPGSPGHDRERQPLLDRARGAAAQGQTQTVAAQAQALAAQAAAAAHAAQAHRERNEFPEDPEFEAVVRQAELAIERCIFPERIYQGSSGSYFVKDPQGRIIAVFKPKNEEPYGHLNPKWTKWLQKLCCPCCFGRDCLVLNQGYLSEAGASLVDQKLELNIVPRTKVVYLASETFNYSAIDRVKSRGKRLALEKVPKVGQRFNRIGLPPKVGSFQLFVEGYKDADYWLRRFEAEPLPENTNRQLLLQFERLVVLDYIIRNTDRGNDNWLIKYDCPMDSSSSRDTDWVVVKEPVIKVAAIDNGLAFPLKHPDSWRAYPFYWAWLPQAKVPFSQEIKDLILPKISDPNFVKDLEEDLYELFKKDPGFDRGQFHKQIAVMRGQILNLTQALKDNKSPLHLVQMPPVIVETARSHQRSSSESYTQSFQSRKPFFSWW
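Compounds are screened against recombinant PI4K2A using PI as substrate and ATP, the latter dispensed at 300 microM. Reactions run one hour at ambient temperature before ADP-Glo detection; full inhibition defined by wells lacking enzyme.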
USP1-UAF1 inh – USP1/UAF1 (human) deubiquitinase inhibition. O94782. recombinant USP1/UAF1, Ub-Rhodamine cleavage fluorescence. Potency, µM (highest dose often 57.1 µM), for inactives: at the highest dose activity change, negative = inhibition, usual class: inhibitors. actives 0.23% (n = 390,000); further: potency means the concentration at half of the fitted maximal effect; on the % scale 0 is the no-effect control and ±100 the full control effect; nearly all actives have a fitted effect of over 60% in size; inactives centre near -12
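1 nM enzyme complex + cpd, 15 min RT; start with Ub-Rho 150nM final; kinetic fluorescence ex 480/em 540, 6 reads q60 s. Buffer 50mM HEPES pH 7.8, 0.5mM EDTA, 0.1 mg/ml BSA, 1mM TCEP, 0.01% Tween-20.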
LDHA block – inhibitors of human lactate dehydrogenase A. AID 1347041. actives 0.15% (n = 480,000). P00338. purified LDHA, NADH/diaphorase-resazurin fluorescence; active compounds read low. activity change, % (values are at about 110 or 230 µM); in the data active means activity change below about -30%;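 further: plate controls were DMSO wells for no effect and wells without enzyme for full effect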
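Enzyme activity of human lactate dehydrogenase 5 (2 nM; 0.06 mM NADH, 0.2 mM pyruvate, 5 min, RT) is measured via a resazurin/diaphorase fluorescence readout of residual NADH.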
TrxR1 substrate – substrates of rat thioredoxin reductase 1. purified TrxR1 substrate turnover, NADPH consumption readout. Potency, µM (titrated, usually from 114 µM), for inactives: at the top dose activity change, negative = substrate turnover. AID 588456. actives 0.01% (n = 390,000); further: potency means the concentration at half of the fitted maximal effect; on the % scale 0 is the no-effect control and ±100 the full control effect; nearly all actives have a fitted effect of over 50% in size
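Rat TrxR1, dispensed at 90 nM, was prereduced with 400 uM NADPH (final) for 5 min at ~22 deg C, then incubated with compound 15 min before 400 uM selenite. A first-read NADPH fluorescence drop versus no-compound background flagged substrates.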
Vif-APOBEC3F blk – inhibitors of Vif-A3F interaction; AID 602313; HeLa A3F-eYFP + Vif (tagged APOBEC3F with the HIV-1 protein that degrades it), YFP fluorescence increase; actives 0.2% (n = 390,000); Potency, µM (highest dose often 46.1 µM), inactives show at the top dose activity, negative = active; further: potency means the concentration at half of the fitted maximal effect; % of control where 0% means no effect; nearly all actives have a fitted effect of over 65% in size
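Fluorescence increase (Ex 488/Em 500-530) after overnight compound treatment at 37 deg C flags inhibition of Vif-driven A3F-eYFP loss in stable HeLa A3F-eYFP/Vif cells seeded overnight beforehand.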
Glioma ERSR ind – induces the endoplasmic reticulum stress response in human glioma cells. actives 0.02% (n = 420,000). Potency, µM, for inactives: at the highest dose activation, actives largely listed as activators. AID 602332. U87-MG GRP78 promoter luciferase reporter, 16 h; further: potency means the concentration at half of the fitted maximal effect; series mostly up to about 76 µM; % of control where 0% means no effect; nearly all actives have a fitted effect of over 35% in size
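Stably transfected U87-MG human glioma cells carrying a GRP78-based luminescent sensor were seeded at 1000 cells/well, pin-dosed with compounds and incubated 16 h. Luciferase reagent was then added, and end-point luminescence was read after 10 min at room temperature.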
* = called active by the depositor; . = not tested or not shown; & = joins results of further samples; [ ] = dose if it differs, or a comment. Unless noted, the call rests on the fitted dose curve; in most records, active means well fitted curve in the direction sought with a large enough effect; inconclusive means small, poorly fitted or top-dose-only effect, or another doubt; inactive means no such curve, though single readings can be large; an effect the other way counts as inactive or inconclusive. This is a subset, so the mix of outcomes need not match the whole.

SMILES	Vif-APOBEC3G blk	IDH1 R132H inh	RXFP1 ag	PI4K2A inh	USP1-UAF1 inh	LDHA block	TrxR1 substrate	Vif-APOBEC3F blk	Glioma ERSR ind
COc1ccccc1CN(C)CC(=O)NC(=O)NC1CCCCC1	-0.9%	7.1%	-0.1%	-3.1	-4.7%	-2.3	5.2%	4.9%	-3.5%
COc1ccc(CN2CCC(n3nccc3NC(=O)CCc3ccccc3)CC2)c(C)c1C	-0.6%	14.4%	-1.4%	3.6	-2.9%	-9.9	-3.2%	2.8%	-2.8%
NC(=O)CN1CCN(c2nc(-c3ccc(F)cc3)cs2)CC1	3.6%	1.4%	-4.4%	3.6	-21.4%	-3.2	2.7%	0.7%	4.2%
O=C(CCS(=O)(=O)c1cccc2nsnc12)Nc1ccc(F)cc1	0.5%	-14.1%	-3.2%	-1.9	-5.7%	1.0	12.2%[2.29 µM]	-10.1%	-2.6%
Fc1ccccc1CSc1nncn1NCc1cccs1	0.9%	5.7%	-2.4%	1.2	-7.1%	-8.5	-5.1%	0.1%	-0.7%
N#Cc1ccc(-c2ccc(OCC(=O)Nc3cccnc3)cc2)cc1	-1.8%	0.0%	-0.7%	-5.3	2.3%	-10.3	64.7%[activator]	-11.0%	0.0%
CN(C(=O)c1ccc(NC(=O)Cc2ccc(NC(=O)C3CCN(C(=O)C4CCC4)CC3)cc2)cc1)C1CCCC1	-1.7%	-17.9%	.	-1.0	-22.9%	-1.1	-4.9%	1.5%	-3.8%
COc1ccc(CCNC(=O)c2sc3nc4n(c(=O)c3c2C)CCC4)cc1	-0.6%	1.9%	-0.2%	-0.3	-1.5%	-3.3	-10.3%	-14.1%	-3.5%
C=CCN1c2ccccc2[C@]23C[C@@H](C(=O)OC)N(C(=O)c4ccc(Br)cc4)C2=NC(C(=O)OC)=C(C(=O)OC)[C@H]13	-20.7%	-12.1%	-2.8%	0.8	-3.0%	-3.1	1.7%[57.1 µM]	5.8%	-0.5%
FCCCOc1ccc(-c2ccnc(-c3ccccc3)n2)cc1	-2.1%	0.8%	0.2%	-3.6	-25.3%	-0.5	-6.0%	5.6%	3.4%
On1nnc2c3ccccc3c3ccccc3c21	7.5%	2.8%	-0.1%	5.5	-18.3%	-8.7	0.3%[57.1 µM]	-7.6%	-2.6%
CCCCN(C(=O)CCC(=O)Nc1cc(C)on1)C(C(=O)NC(C)(C)C)c1cccc(OC)c1OC (configuration not stated)	1.5%	2.2%	-3.9%	-2.9	-4.3%	-3.2	-7.8%	-0.3%	-5.3%
COCCNS(=O)(=O)c1ccc2c(c1)n(C)c(=O)n2C	1.6%	0.0%	-0.3%	5.1	-7.9%	-3.8	6.2%	-13.0%	8.1%
CN(CC(=O)Nc1ccccc1Cl)C(=O)CSc1nc2ccccc2s1	-2.5%	1.1%	0.6%	-3.8	-3.1%	-1.6	-8.6%	-14.6%	-1.5%
C[C@@H](CN1C2=NC[C@H](C)N2C[C@H]1Cc1ccc(O)cc1)NC(=O)CCC1CCCCC1	2.4%	2.2%	1.1%	-0.2	-15.9%	-7.5	0.8%	2.9%	-4.6%
Cc1ccc(S(=O)(=O)N(C)C)cc1NC(=O)c1cc(-c2ccncc2)nc2ccccc12	-12.7%	19.9%	.	-11.3	-21.1%	3.6	14.4%	-1.6%	-4.5%
CN(CC(=O)NCc1ccco1)S(=O)(=O)c1ccc2c(c1)n(C)c(=O)c(=O)n2C	0.8%	-2.1%	5.3%	1.6	-13.3%	2.7	5.1%	-1.2%	-3.6%
CSc1ccc(C#N)cc1NC(=O)c1ccccc1C	0.7%	-5.1%	-0.6%	0.1	-4.8%	-6.1	-4.5%	-0.6%	-4.0%
CN(Cc1c(F)cccc1Cl)C(=O)C1CC(=O)N(CCc2ccccc2)C1 (configuration not stated)	1.1%	7.4%	1.2%	-0.9	-16.8%	-0.9	4.6%	1.9%	-2.0%
Cc1ccc(NC(=O)COc2ccc(N3CC(C(N)=O)CC3=O)cc2)c(C)c1 (configuration not stated)	-3.7%	-8.5%	-0.2%	2.4	0.4%	-8.1	-7.7%	-3.0%	-2.4%
S=c1[nH]nc(-c2ccccn2)n1/N=C/c1ccccc1	-0.3%	5.8%	0.1%	-5.2	-13.8%	-1.1	-13.8%	-2.7%	-0.8%
COc1ccc(CNC(=O)c2cnc3scc(C)n3c2=O)cc1	0.1%	-6.5%	12.7%	-4.1	-16.0%	-2.1	15.0%	-6.6%	-3.2%
C=CCn1c(O)c(N=NC(=S)Nc2ccccc2F)c2cc(S(=O)(=O)N3CCOCC3)ccc21	3.7%	2.9%	-2.2%	1.9	-7.8%	0.4	-0.4%[57.1 µM]	-6.8%	-1.3%
N=c1oc2ccccc2cc1C(=O)Nc1ccccc1	-8.3%	12.3%	2.1%	5.3	-11.2%	-1.8	-7.0%	-3.3%	-4.5%
CCOc1ccccc1NC(=O)CCCCCN1C(=O)[C@@H]2Cc3ccccc3CN2C1=O	2.7%	6.7%	0.7%	-1.4	-1.2%	-2.3	-1.5%	0.3%	-2.5%
CCc1cccc(N=c2c([N+](=O)[O-])nn(-c3ccc(Cl)cc3)n2O)c1	1.6%	9.9%	-1.0%	1.9	-12.7%	8.6	0.9%	-1.0%	0.4%
COc1cc(C(=O)Nc2ccccc2C(=O)NCc2cccnc2)cc(OC)c1OC	-5.0%	9.4%	-0.4%	-10.2	-14.3%	-0.2	11.5%	-15.3%	0.5%
CCS(=O)(=O)N1CC(=O)N(c2cccc(Cl)c2C)C(C)(C(=O)NC2CCCCC2)C1 (configuration not stated)	2.9%	27.8%	3.7%	-4.5	-19.7%	-13.4	-2.9%	-7.4%	-3.6%
C=CC12C=CC=CN1C(C(=O)OC)=C(C(=O)OC)C(C(=O)OC)=C2C(=O)OC (configuration not stated)	-0.1%	4.3%	0.1%	-1.4	1.2%	-13.8	-14.9%	7.5%	-0.4%
Nc1nnc(SCC(=O)OCC(=O)c2ccccc2Br)s1	0.3%	16.2%	0.5%	-7.2	-6.4%	-8.4	3.4%[57.1 µM]	0.0%	2.4%
Cc1ccc(CSc2ncc(Cl)c(C(=O)Nc3nc4ccc(C)cc4s3)n2)cc1	-4.3%	0.0%	0.5%	-11.0	-17.9%	-2.7	-0.6%	2.5%	0.3%
CN(C1CCCCC1)S(=O)(=O)c1ccc(NC(=S)NC(=O)c2cccs2)cc1	0.4%	8.6%	0.9%	-1.9	-16.1%	-0.1	4.5%	-2.9%	1.0%
COc1ccc(CCNC(=O)c2c(C)oc3ncn(CC(C)C)c(=O)c23)c(OC)c1	-6.0%	-11.7%	-0.6%	2.7	-26.6%	-2.9	-4.7%	-2.0%	-0.2%
O=C(Nc1cc(S(=O)(=O)N2CCOCC2)ccc1O)c1ccc(NS(=O)(=O)c2ccc(Cl)s2)cc1	-4.1%	-3.0%	7.0%	-2.1	-14.8%	-9.1	-14.5%	1.2%	-3.1%
Cc1ccc(C(=O)Nc2ccc(N3CCN(C)CC3)nc2)cc1	0.0%	8.7%	-0.6%	6.8	-19.6%	-5.8	8.6%[57.1 µM]	12.6%	-2.9%
O=C1CCCc2ccc3ccccc3c21	-2.7%	8.6%	.	-1.0	-14.0%	-1.1	5.3%[57.1 µM]	-3.8%	-2.2%
O=C1CN(C(=O)OCc2ccccc2)c2ccccc2N1	1.7%	-1.0%	1.7%	2.7	-22.0%	-4.7	-3.9%	-0.9%	4.9%
Oc1cc2c(cc1O)CN(C(=S)NCCc1ccc(Cl)cc1)CCC2	-3.2%	-1.1%	-0.6%	5.4&2.9	-26.5%	17.3&14.1	-1.2%[57.1 µM]	6.8%	6.3%&1.9%&-4.1%&-3.4%
CCCCCCCCNCCS(=O)(=O)NCCCCCCCC	-5.1%	4.4%	.	0.5	-16.7%	0.1	-2.0%	12.9%	-1.4%
COc1cccc(NC(=S)NNC(=O)Cn2nc(C(F)(F)F)cc2C)c1	-0.3%	0.5%	1.9%	2.5	-7.8%	-7.2	-2.0%	-0.6%	-5.2%
O=C(CN1C(=O)NC(c2ccccc2)(c2ccccc2)C1=O)N1CCN(c2ccc(F)cc2)CC1	-20.6%	7.7%	-0.9%	-0.5	-14.0%	1.3	-4.4%	-12.8%	-1.2%
Cc1nn(S(=O)(=O)c2ccc(C(C)(C)C)cc2)c(C)c1S(=O)(=O)N1CCOCC1	-0.4%	5.6%	-0.1%	5.7	-19.0%	-1.0	2.9%	1.9%	-1.2%
O=C(Cc1coc2ccc3ccccc3c12)NCc1ccccc1	-22.0%	5.8%	1.3%	0.4	1.4%	-2.5	9.9%	-11.9%	-1.1%
CCCOC(=O)Nc1ccc(N2CCCCC2)cc1	-3.4%	4.5%	-1.1%	-7.3	0.1%	5.1	-2.4%	1.2%	1.7%
CC(=O)Nc1ccc(SCC(=O)NNC(=O)CN(C)S(=O)(=O)c2ccc(C)cc2)cc1	-1.1%	8.6%	0.8%	-0.2	-9.7%	0.4	-2.8%[57.1 µM]	13.4%	1.5%
